Compound activity (PubChem)
S1P4 ag – human S1P4 receptor agonism. S1P4-expressing cell line, agonist reporter assay. activation, % at 4.98 µM. 0.35% of 220,000 active; in the data active = activation above about 11%;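 also: 0% = DMSO vehicle and 100% = reference agonist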
Target sequence (O95977 whole entry, looked up): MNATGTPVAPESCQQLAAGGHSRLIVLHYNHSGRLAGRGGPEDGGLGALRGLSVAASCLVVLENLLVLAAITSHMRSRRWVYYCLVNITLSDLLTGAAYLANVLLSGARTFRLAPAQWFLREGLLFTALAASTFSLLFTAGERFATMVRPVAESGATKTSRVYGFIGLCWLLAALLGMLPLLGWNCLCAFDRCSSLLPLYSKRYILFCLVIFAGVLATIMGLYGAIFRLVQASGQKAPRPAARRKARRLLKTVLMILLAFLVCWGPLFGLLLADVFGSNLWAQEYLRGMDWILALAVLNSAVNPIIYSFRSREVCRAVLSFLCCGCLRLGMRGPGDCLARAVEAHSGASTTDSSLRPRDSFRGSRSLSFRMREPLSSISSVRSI
PERK inhibitor – human PERK inhibition, primary cell-based screen | CHO PERK-DD fusion, SEAP luminescence translation reporter | Q9NZJ5 | 0.17% of 220,000 active | inhibition, % at 5.6 µM;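 active = inhibition above the mean inhibition of all tested compounds plus 3 SD, set separately per screening campaign, cut at about 2.9% in these data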;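 also: PERK kinase domain activated by AP20187 dimerizer at 100 nM; 0% = DMSO with dimerizer and 100% = rapamycin at 8.4 µM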
NPY-Y2 PAM-ag – potentiates or activates human NPY-Y2 receptor; P49146; cells expressing NPY-Y2, potentiator/agonist read-out; activation, % at 3.6 µM; 0.45% of 220,000 active; AID 1359; in the data active = activation above about 27%;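 also: cells stimulated with NPY near EC25 plus isoproterenol at EC100; 0% = vehicle plus submaximal agonist and 100% = vehicle plus saturating agonist; some results beyond the cut were filed as inactive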
MDM2 E3 inh – blocks human Mdm2 ubiquitin ligase activity | Q00987 | cell-based MDM2 ubiquitination luciferase reporter, 2 h; 0 = plate control, 100 = twice control, blank-subtracted | signal enhancement, % at 5 µM | 0.11% of 210,000 active;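 active = signal enhancement of 30% or more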;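 also: luminescence tracks abundance of the self-degrading MDM2-luciferase fusion protein; higher signal means inhibition of MDM2 E3 ligase activity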
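Assay system: stable mammalian line carrying autodegrading MDM2–luciferase fusion reporter; Input: 2000 cells in each well; Compound dosing: single-point 5 µM; Schedule: 2 h compound exposure at 37 °C; Signal: SteadyLite luciferase luminescence after 15 min room-temperature reagent incubation; Evaluation: % luminescence enhancement versus blank-corrected plate control mean; Benchmarks: plate controls and plate blanks.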
eIF4E-4G inh – eIF4E/eIF4G interaction inhibition in translation initiation. P63073+Q04637. inhibition, % at 21.7 µM. 0.37% of 220,000 active. TR-FRET eIF4E-eIF4GI(517-606) binding, 2 h;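 active = inhibition above about 30%, limit read from the data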;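 also: 0% = full FRET control wells and 100% = background wells lacking eIF4GI fragment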
Wee1 degr inh – inhibitors of human Wee1 degradation; P30291; HeLa Luc-Wee1K328M stability, luciferase luminescence; 100% = proteasome inhibitor MG132 effect; reporter increase, % at 5 µM; 1.2% of 220,000 active; AID 1321;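 active = activation above the mean of all tested compounds plus 3 SD, set per screening run, cut at about 8.8% in these data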;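 also: cells exposed to compound for 20 h before luminescence read; 0% = DMSO alone and 100% = MG132 at 30 µM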
Target sequence (P30291 whole entry K328M): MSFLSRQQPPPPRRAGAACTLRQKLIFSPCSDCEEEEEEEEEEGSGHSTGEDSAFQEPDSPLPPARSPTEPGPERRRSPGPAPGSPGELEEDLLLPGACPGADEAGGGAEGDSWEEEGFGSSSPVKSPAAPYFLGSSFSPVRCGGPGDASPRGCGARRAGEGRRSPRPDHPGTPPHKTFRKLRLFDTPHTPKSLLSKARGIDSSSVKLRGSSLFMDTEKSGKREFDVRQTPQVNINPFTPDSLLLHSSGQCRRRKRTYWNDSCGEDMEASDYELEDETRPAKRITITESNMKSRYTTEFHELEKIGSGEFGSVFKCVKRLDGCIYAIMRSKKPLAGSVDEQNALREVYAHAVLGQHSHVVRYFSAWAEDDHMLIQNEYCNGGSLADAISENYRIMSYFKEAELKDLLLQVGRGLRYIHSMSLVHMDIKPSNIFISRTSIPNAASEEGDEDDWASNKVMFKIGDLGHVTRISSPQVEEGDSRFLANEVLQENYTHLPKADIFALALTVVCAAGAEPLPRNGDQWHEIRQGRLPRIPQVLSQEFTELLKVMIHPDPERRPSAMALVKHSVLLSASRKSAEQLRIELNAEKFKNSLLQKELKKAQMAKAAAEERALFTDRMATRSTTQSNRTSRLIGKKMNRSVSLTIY
BaF3 parental – counter-screen for JAK2V617F inhibitors: parental Ba/F3 viability inhibitors; CellTiter-Glo ATP luminescence; inhibition, % at 5.6 µM; 1.1% of 220,000 active;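 active = inhibition above a per-campaign cutoff, the mean inhibition of all tested compounds plus 3 SD, cut at about 27% in these data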;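 also: 0% = DMSO wells and 100% = JAK Inhibitor I control wells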
S1P4 antag – human S1P4 receptor antagonism | S1P4-expressing cells, antagonist mode, reporter read-out | inhibition, % at 4.98 µM | 0.26% of 220,000 active | AID 1510 | O95977; in the data active = inhibition above about 29%;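 also: 0% = wells stimulated with agonist and 100% = vehicle wells without agonist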
Ba/F3 V617F tox – loss of viability in JAK2V617F-driven Ba/F3 cells | Ba/F3 EpoR-JAK2V617F viability, ATP luminescence | AID 1446 | 1.1% of 220,000 active | inhibition, % at 5.6 µM;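 active = inhibition above the campaign mean plus 3 SD over all tested compounds, cut at about 24% in these data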;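 also: cytokine-independent growth of Ba/F3 cells driven by EpoR plus mutant JAK2; 0% = DMSO-treated cells and 100% = JAK inhibitor I control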
Starred values were filed as active, the others as inactive; · = not tested or not shown; [ ] = another dose, or the depositor's remark. This is a random part of the collection; overall some 4.1% were active at least once.

| SMILES | S1P4 ag | PERK inhibitor | NPY-Y2 PAM-ag | MDM2 E3 inh | eIF4E-4G inh | Wee1 degr inh | BaF3 parental | S1P4 antag | Ba/F3 V617F tox |
| --- | --- | --- | --- | --- | --- | --- | --- | --- | --- |
| O=C(Nc1ccc(F)cc1)/C(Cl)=C/c1ccccc1 | 0.1 | 0.5 | 2 | -38 | -2 | 5 | 7 | 11 | 2 |
| CO/C([O-])=N/c1c[n+](-c2ccc(C)cc2)no1 | 1.5 | 0.5 | -2 | -10 | 1 | 1 | 5 | -8 | -3 |
| N#Cc1ccccc1NC(=O)CSc1nnc(-c2ccccc2)n1-c1ccccc1 | -0.9 | 0.3 | 14 | -11 | -8 | 2 | 4 | -14 | -1 |
| Cc1[nH]n(-c2nc(-c3ccc(Cl)cc3)cs2)c(=O)c1N=Nc1ccc(O)cc1 | 0.1 | 2.2 | 26 | -5 | -4 | -1 | 6 | 5 | 2 |
| COc1ccc(CCN2C(=O)CC(N3CCOCC3)C2=O)cc1 (centres undefined) | 1.1 | -0.4 | -8 | 9 | -4[fluorescence artefact?] | -1 | 3 | -4 | -2 |
| O=C(COc1ccccc1)NC1CCCCC1 | 0.5 | 1.0 | -1 | -27 | 4 | 0 | 0 | -14 | -4 |
| S=C(NCCOCCOCCNC(=S)Nc1ccccc1)Nc1ccccc1 | -0.6 | 0.5 | -19 | -21 | 1 | 1 | 6 | 10 | 8 |
| S=c1[nH]nc(CSCc2ccc(Cl)cc2Cl)n1-c1ccccc1 | 0.6 | 0.1 | 8 | 1 | -5 | -2 | 5 | -18 | 0 |
| CCN(CCNC(=O)CS(=O)(=O)Cc1nc(-c2cccc(OC)c2)oc1C)c1ccccc1 | 2.0 | -0.2 | -38 | -2 | -3 | 2 | 2 | -2 | -2 |
| COc1ccc(NC(=O)CCSc2ccc(F)cc2)cc1 | 0.3 | 0.6 | -19 | · | 1 | 3 | 6 | -9 | 1 |
| Cc1ccc(-n2nc(C)c(C(=O)O)n2)c(C)c1 | -1.3 | 0.3 | -31 | -23 | -1 | -2 | -1 | 5 | 5 |
| CCN1CCN(C(c2cccs2)C(C)NC(=O)c2cccc(OC)c2OC)CC1 (centres undefined) | -4.6 | -0.2 | 6 | -14 | -2[fluorescence artefact?] | -2 | -1 | 10 | -2 |
| Cc1[nH]c2ccc(F)cc2c(=O)c1SC(F)(F)C(F)F | 2.7 | 0.4 | -1 | -10 | -1 | 7 | 4 | -15 | -2 |
| O=C1SCCc2c1n(Cc1ccccc1)c1ccccc21 | -0.8 | -0.2 | 5 | · | -4[fluorescence artefact?] | 1 | 4 | -4 | 2 |
| CCOC(=O)c1cnc(SCC(=O)Nc2nnc(CC)s2)nc1N | -3.1 | 0.8 | 1 | -16 | -6 | 3 | -4 | -10 | -3 |
| CCOC(=O)c1cnn(-c2cccc(Cl)c2)c1N | -0.9 | 0.8 | -1 | 11 | -4 | -1 | -1 | -3 | -4 |
| Cn1nnnc1SCC(=O)N1CCc2ccccc2C1 | 0.7 | -0.3 | -1 | -26 | 0[fluorescence artefact?] | 0 | -2 | -4 | -4 |
| CC(C)(C)c1cc(CN2CCCC(O)C2)c(O)c(C(C)(C)C)c1 (centres undefined) | 0.2 | -0.2 | -16 | 1 | 8 | 0 | 1 | -18 | 3 |
| COc1ccc(NC(=O)C2C3C=CC(C3)C2C(=O)NCc2ccco2)c(OC)c1 (centres undefined) | -0.2 | 0.0 | -2 | 2 | 2 | -1 | 4 | -1 | -4 |
| CCOC(=O)c1ccc(NC(=O)COc2ccc(S(=O)(=O)N3CCCC3)cc2)cc1 | 1.7 | -1.1 | -9 | 9 | -6 | 4 | 2 | -3 | -2 |
| CCOC(=O)C1=C(C)N(C)C(=S)NC1c1ccccc1Cl (centres undefined) | 1.5 | -1.2 | 5 | -9 | 10 | -1 | 0 | 0 | -2 |
| CCNC(=S)NCc1ccco1 | 1.3 | -0.5 | 0 | -18 | -11[fluorescence artefact?] | 9 | 3 | -6 | 4 |
| Cc1noc(C)c1CCC(=O)O | 1.8 | 0.1 | 5 | -10 | -3 | -4 | 10 | 10 | -1 |
| CCOCCc1nnc(NC(=O)Cc2ccccc2)s1 | -3.1 | 0.7 | -8 | -8 | -5 | -1 | 1 | -14 | -5 |
| COc1ccc(C2CC(c3ccc(Br)cc3)=NN2C(=O)c2cccnc2)cc1 (centres undefined) | 12* | -0.9 | -16 | · | 4 | 0 | 2 | -17 | -3 |
| CCCC(=O)Nc1ccc(C(=O)/C=C/c2ccc(SC)cc2)cc1 | -0.3 | -0.5 | -11 | -21 | -5 | -2 | 10 | -7 | 2 |
| COc1cccc(OC)c1C(=O)O/N=C(\N)c1ccncc1 | 0.5 | 0.4 | -14 | -6 | 4 | -1 | -1 | 1 | -1 |
| O=C(Nc1ccc(C(=O)N2CCOCC2)cc1)Nc1ccc(Cl)cc1Cl | -1.0 | 1.1 | -10 | -2 | -3 | 4 | 5 | -2 | 2 |
| c1ccc(CSc2ccc(-c3ccccn3)nn2)nc1 | 1.1 | -0.1 | -3 | -16 | -8 | 9.7* | 7 | -9 | 0 |
| COCCn1c(SCC(=O)Nc2cc(Cl)ccc2OC)nc2c(c1=O)SC(C)C2 (centres undefined) | 0.4 | 0.0 | 6 | -12 | -4[fluorescence artefact?] | 2 | 4 | -13 | -2 |
| CC(=O)Nc1ccc2c(CSc3nncs3)cc(=O)oc2c1 | 0.2 | -0.3 | -10 | · | -2 | 3 | -2 | -10 | 4 |
| Cc1cc(Nc2ccc(Cl)cc2)nc(NCc2ccccc2)n1 | -1.1 | -0.9 | -12 | -17 | 4 | -1 | 2 | -8 | 0 |
| CCCCCC(=O)NC(=S)Nc1cccc(-c2nc3ncccc3o2)c1 | -0.5 | 1.2 | 10 | -5 | -3 | -2 | -4 | -9 | -8 |
| O=[N+]([O-])c1ccccc1S(=O)(=O)N1CCN(Cc2ccc3c(c2)OCO3)CC1 | -1.2 | 0.7 | 2 | -10 | 3 | -4 | -2 | 0 | -2 |
| CC(C)NC(=O)C12CC3CC(C1)CC(n1cnc(Cl)n1)(C3)C2 | -3.9 | 0.1 | 9 | -7 | 1 | -2 | 5 | 5 | 0 |
| Cc1ccc(O)c(CCc2ccc(O)cc2)n1 | -1.2 | 1.0 | 2 | 1 | 2 | -2 | 5 | 3 | -6 |
| CN(C)C(=O)CCSc1nnc(-c2ccco2)o1 | -2.2 | 0.3 | -9 | -1 | 6 | -2 | 5 | 1 | -1 |
| CCN(CC)CC(=O)c1ccc(-c2ccccc2)cc1 | -3.2 | 0.2 | -28 | -5 | 7 | -1 | 4 | 1 | 3 |
| Cc1ccc(C)c(N2CCN(C(=O)C(Cc3ccccc3)n3cccc3)CC2)c1 (centres undefined) | -1.0 | -0.5 | -27 | -10 | 67*[fluorescence artefact?] | -3 | 1 | -3 | -1 |
| CN(CC(=O)Nc1ccc(Cl)c(C(F)(F)F)c1)C(=O)/C=C/c1ccco1 | -1.2 | 0.7 | 0 | 1 | 19 | -2 | 4 | 1 | -2 |
| C=CCn1c(=O)c2ccccc2n2c(SCC(=O)Nc3sc(C)c(CC)c3C(=O)OCC)nnc12 | 1.8 | 0.4 | 6 | -5 | -1[fluorescence artefact?] | -1 | 1 | -13 | -5 |
| CCCC(=O)OCC(=O)Nc1cc(Cl)ccc1[N+](=O)[O-] | -0.9 | 1.1 | -1 | -6 | 0 | 0 | -2 | 2 | -6 |
| O=C(N/N=C/c1cccs1)c1c[nH]c2ccccc12 | 0.4 | -0.1 | 1 | -12 | -5 | 1 | 5 | 0 | 2 |
| CCN1CCN(c2nc3c(c(=O)[nH]c(=O)n3C)n2CCCc2ccccc2)CC1 | 2.0 | -0.1 | -2 | -6 | 2 | 0 | 18 | 3 | 3 |
| COc1ccc(C/C(N)=N/OC(=O)c2ccc(Cl)cc2)cc1 | 0.7 | 0.1 | -4 | -7 | 0 | -2 | 4 | -10 | -2 |
| Cc1cc(C)n2nc(-c3ccco3)nc2n1 | -0.7 | 2.1 | 6 | -4 | 1 | -1 | 1 | 2 | -1 |
| FC(F)Oc1ccc(NC(=S)Nc2ccc3cn[nH]c3c2)cc1 | 0.8 | 1.6 | -12 | -8 | 4 | -1 | -4 | 5 | -1 |
| Cn1c(N)c(C#N)c(C#N)c1-c1ccccc1 | 0.2 | 0.3 | 3 | · | · | -2 | 7 | -16 | -3 |
| CCOC(=O)CC1ON(C)C(=O)N1c1ccc([N+](=O)[O-])cc1 (centres undefined) | 0.1 | -0.7 | -5 | -18 | 7 | 0 | 7 | 0 | 2 |
| O=c1/c(=C/c2ccco2)sc2nc(-c3ccccc3Br)nn12 | 1.6 | 1.1 | -7 | -4 | -1[fluorescence artefact?] | -1 | 0 | -14 | -4 |
| CCOC(=O)C1CCCN(c2c(NCCCN(C)c3ccccc3)c(=O)c2=O)C1 (centres undefined) | -1.9 | 0.0 | -15 | -18 | -5 | -2 | 3 | -8 | 10 |
| Cn1c2ccccc2n2c(=O)cc(-c3ccccc3)c(C#N)c12 | -0.4 | -0.7 | -1 | -7 | 0 | 3 | 0 | -15 | -3 |
| O=C1CC(C(=O)Nc2ccc(Br)cc2)S/C(=N\N=C\c2ccco2)N1 (centres undefined) | 0.8 | 0.2 | -3 | -4 | 4 | 2 | -2 | 7 | -1 |
| CN(CC(=O)Nc1cccc(C#N)c1)Cc1ccc(Cl)cc1 | 1.9 | 0.7 | 7 | -8 | -1 | 1 | 3 | -9 | -2 |
| O=C1NC(=S)N(C(=O)c2ccc(F)cc2)/C1=C/c1ccccc1 | 0.8 | -0.6 | -19 | 1 | 7 | -3 | 2 | 4 | -4 |
| COc1ccccc1CC(=O)N1CCN(c2ccccn2)CC1 | -0.6 | 1.3 | 1 | -15 | -7[fluorescence artefact?] | 2 | 7 | -3 | 0 |
| N#Cc1nc(COc2cccc(Cl)c2)oc1N1CCCC1 | 0.4 | -0.9 | -5 | -16 | 7 | -2 | 0 | -16 | -3 |
| CCOc1ccccc1N/C=C(\C#N)c1nc2ccccc2n1C | 2.4 | 0.5 | -3 | -7 | -3[fluorescence artefact?] | 2 | 5 | 1 | 0 |
| COc1ccc(C(=O)NNC(=O)OC(C)(C)C)cc1 | 1.7 | 1.2 | -8 | -6 | -3 | -2 | 1 | -15 | -3 |
| CC(C)CC(c1nnnn1Cc1ccc2c(c1)OCO2)N1CCC(C(N)=O)CC1 (centres undefined) | 1.5 | 0.6 | 1 | -8 | -1 | -2 | 3 | -15 | -3 |
| CCOc1ccc(N(C)S(=O)(=O)c2ccc3[nH]cc(C(=O)NCCOC)c(=O)c3c2)cc1 | 1.4 | 0.4 | -3 | -9 | 8 | -2 | 3 | -1 | 1 |
| CCS(=O)(=O)N1CCC(C(=O)NCc2ccc(OC)cc2OC)CC1 | 0.7 | 0.1 | 8 | -14 | -7 | -3 | 3 | -8 | -1 |
| COc1cc(/C=N/NC(=S)Nc2cccc(C(=O)O)c2)cc(OC)c1OC | 3.0 | 1.2 | 2 | 6 | -5 | -1 | -2 | 5 | -4 |
